# Assay outcomes: PubChem, National Center for Advancing Translational Sciences (NCATS)
# S3 lipid droplet – qHTS Assay for Lipid Storage Modulators in Drosophila S3 Cells; Drosophila S3 cells, BODIPY lipid droplet fluorescence, 18-24 h; cells fed with added oleic acid; Potency in µM for hits, for the others lipid storage change, negative = inhibition, % at the top dose, mostly 46.1 µM; actives 0.64% (n = 320,000); AID 2685; active means well fitted inhibition curve with a large enough effect in the signal ratio, with a control signal flat, not every such curve was filed as active; inconclusive means small, poorly fitted or top-dose-only effect, or effect the other way, or a change in a side signal; the % refers to the signal ratio
#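 Drosophila S3 cells loaded with oleic acid (400 uM, as added) and compounds at several concentrations; lipid droplets imaged by 488-nm laser-scanning cytometry, 500–530 nm intensity and object ratio to cell channel. Percent activity normalized to 20 uM Triacsin C.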
# S3 lipid droplet cell count max – further read-out of S3 lipid droplet, marked with its call; cell number change, %; measured here: cell count max response;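 cells counted by Cell Tracker Red CMTPX staining in the red channel; peak over a dose series mostly up to 46.1 µM; percent activity relative to internal control wells on each plate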
# Active calls of the source: *; i = inactive; ? = inconclusive; . = not tested or not shown; [ ] = another dose, or the depositor's remark. On the % scale 0 is the no-effect control and ±100 the full control effect; potency means the concentration at half of the fitted maximal effect.
# The first 3 entries as a preview:
SMILES,S3 lipid droplet,S3 lipid droplet cell count max
N#Cc1ccccc1NC(=O)CSc1cn[nH]n1,i,-2.5
COc1ccccc1C(=O)NNC(=O)C(=O)NC(C)C,0.1%,-0.2
CCOC(=O)n1c(=O)oc2cc(S(=O)(=O)N3CCCCC3)ccc21,?,.

# The list itself, previewed entries included:
SMILES,S3 lipid droplet,S3 lipid droplet cell count max
N#Cc1ccccc1NC(=O)CSc1cn[nH]n1,i,-2.5
COc1ccccc1C(=O)NNC(=O)C(=O)NC(C)C,0.1%,-0.2
CCOC(=O)n1c(=O)oc2cc(S(=O)(=O)N3CCCCC3)ccc21,?,.
COC(C)(C)[C@H](O)COc1c2ccoc2cc2oc(=O)ccc12,?,.
COc1ccccc1C(=O)N(NC(=O)Oc1ccccc1)C(C)(C)C,?,.
CC(C)CN1C(=O)CC(Sc2ccccc2C(=O)O)C1=O (stereo unspecified),?,.
O=C(COc1ccc(S(=O)(=O)N2CCOCC2)cc1)NCCN1CCOCC1,?,.
COc1ccc(/C=N/NC(=O)c2ccc(Cn3cc([N+](=O)[O-])cn3)o2)c(OC)c1C,-9.0%,-25.0
CCOc1ccc(S(=O)(=O)N2CCOCC2)cc1NC(=O)CN1C(=O)NC(C)(c2ccccc2)C1=O (stereo unspecified),?,.
Cc1cccc(NC(=S)N/N=C(\c2ccccc2)C(C)C)c1,26.8%,9.5
COC(=O)c1cc(C(=O)c2cc(F)ccc2O)cn2c(=O)c3c(C)c(C)sc3nc12,0.2%,-0.2
COc1ccc(Nc2nnc(SC(C(=O)Nc3ccc(OC)c(Cl)c3)c3ccccc3)s2)cc1 (stereo unspecified),?,.

# Arranged by value in S3 lipid droplet cell count max (rising): four of the compounds above
Molecule | S3 lipid droplet cell count max
COc1ccc(/C=N/NC(=O)c2ccc(Cn3cc([N+](=O)[O-])cn3)o2)c(OC)c1C | -25.0
N#Cc1ccccc1NC(=O)CSc1cn[nH]n1 | -2.5
COc1ccccc1C(=O)NNC(=O)C(=O)NC(C)C | -0.2
Cc1cccc(NC(=S)N/N=C(\c2ccccc2)C(C)C)c1 | 9.5

# The listing continues.
SMILES,S3 lipid droplet,S3 lipid droplet cell count max
O=C(COC(=O)/C=C/c1cccc(Cl)c1)NC1CC1,-6.1%,-3.9
CCn1c(=O)cc(OCC(=O)NCC2CCCO2)c2ccccc21 (stereo unspecified),4.0%,23.0
CCOc1ccc(CCNC(=O)CSCc2ccc(C)cc2)cc1OCC,?,.
S=C(c1cccs1)N1CCCC1,?,.
C#CCn1c(=NC(=O)c2cc(-c3cccs3)nc3ccccc23)sc2cc(S(N)(=O)=O)ccc21,?,.
Cc1ccc(C)c(NC(=S)N2CCN(CCO)CC2)c1,?,.
COc1ccccc1OCC(=O)NCc1ccco1,?,.
CN(CC(=O)Nc1cccc(F)c1)C(=O)c1ccc(-c2cccc(C(F)(F)F)c2)o1,?,.
Cc1nc(CCNC(=O)CC2C(=O)NCCN2Cc2ccccc2)sc1C (stereo unspecified),?,.
COc1ccccc1N(C(=O)CCl)c1cn(C(C)=O)c2ccccc12,-9.5%,4.5
COc1ccc(C(=O)NN2CC(O)=C(c3nc4ccccc4n3C)C2=N)cc1OC,9.1%,-13.4
COc1ccc(C(=O)C2CCCN(C(=O)c3cccnc3OC)C2)c(C)c1 (stereo unspecified),-12.0%,-13.8
O=C1CC(c2ccc(F)cc2)Cc2nc(N3CCc4ccccc43)ncc21 (stereo unspecified),25.4%,1.7
O=C(c1cc(-c2ccccc2)on1)N1CCc2ccccc2C1,?,.
C=CCc1ccc(OCCCCN2CC(C)CC(C)C2)c(OC)c1 (stereo unspecified),?,.
CC(=O)C(C(c1ccccc1)c1c[nH]c2ccccc12)[N+](=O)[O-] (stereo unspecified),?,.
CCOC(=O)C(CC)Sc1cc(C)nc2ccc(OC)cc12 (stereo unspecified),?,.
Fc1ccc(COc2cccc(CNCc3ccncc3)c2)cc1,-19.0%,-19.5
C/C(=N\Nc1nnc(C)c(=O)[nH]1)C(=O)O,-13.4%,-1.3
Cc1cc(OCC(=O)N2CCOCC2)c(C(C)C)cc1Cl,?,.
COc1ccc(-c2noc(C(C)n3nc(C)c([N+](=O)[O-])c3C)n2)cc1OC (stereo unspecified),-4.4%,-22.7
CC1CCC(NC(=O)c2cc(Cl)nc3ccccc23)CC1 (stereo unspecified),?,.
CCc1nn2c(=O)cc(COc3ccc(NC(=O)c4ccco4)cc3)nc2s1,?,.
COc1cc(C(=O)N/N=C/c2sc(N3CCOCC3)nc2-c2ccccc2)cc(OC)c1OC,?,.
COc1ccc([N+](=O)[O-])cc1N(CC(=O)N1CCOCC1)S(C)(=O)=O,?,.
COc1ccc(/C=N/Nc2nc3ccccc3c(=O)n2-c2ccccc2)cc1OC,-2.9%,11.0
O=C(COC(=O)C1CC(=O)N(Cc2ccccc2)C1)Nc1ccc2c(c1)OCO2 (stereo unspecified),?,.
O=C(NCc1ccc(Cl)cc1)c1ccc(-c2ccccc2C(F)(F)F)o1,?,.
Cc1cc(Cl)c(OCCCN(C)C)c(Br)c1,?,.
Cc1ccc(S(=O)(=O)N(C)C)cc1NC(=O)CN1C(=O)NC2(CCCCCCC2)C1=O,?,.
Cc1[nH]n(-c2cccc(Cl)c2)c(=O)c1C=NCc1ccco1,-64.2%,-50.6
COc1ccc(CNC(=O)Cn2cccc2C(=O)c2ccccc2C)cc1,?,.
COc1cc(OC)c(C(=O)OCC(=O)NC2CCCC2)cc1OC,14.3%,18.0
CC(Cc1ccccc1)NC(=O)c1ccc([N+](=O)[O-])cc1 (stereo unspecified),5.2%,-7.6
COc1ccc2nc(NC(=O)CCc3cc(OC)c(OC)c(OC)c3)sc2c1,-5.8%,-0.1
CCC1SC(N)=NC1=O (stereo unspecified),?,.
CCN(c1ccccc1)S(=O)(=O)c1ccc(Cl)c(NC(=O)CSc2n[nH]c(N)n2)c1,?,.
CC1CN(C(=S)Nc2ccc(Cl)cc2)CC(C)O1 (stereo unspecified),?,.
COc1ccccc1CNC(=O)CSc1ccccc1,?,.
Nn1c(Nc2ccccc2)nc2sc3c(c2c1=O)CCCC3,6.5%,15.0
CNC(=O)Nc1ccc(Cl)cc1,i,.
CC1CN(C(=O)CSc2ncnc3sccc23)CC(C)O1 (stereo unspecified),?,.
COC(=O)Nc1ccc(N2CCOCC2)c(S(=O)(=O)N2CCOCC2)c1,?,.
CCN(CC)CCCn1c(=S)[nH]c2ccc(Cl)cc2c1=O,?,.
Nc1ccc2oc3ncccc3c(=O)c2c1,i,.
CCN(Cc1ccccc1)C(=O)C1CCN(Cc2ccc(SC)cc2)CC1,-0.6%,-2.2
CC(C)=C(NC(=O)c1ccccc1Br)C(=O)NCCc1nc2ccccc2[nH]1,?,.
COc1ccccc1NC(=O)C(C)NS(=O)(=O)c1ccc(F)cc1 (stereo unspecified),2.6%,6.5
CC1CCN(S(=O)(=O)c2ccc(NC(=O)Cc3ccc(S(=O)(=O)N4CCOCC4)s3)cc2)CC1,?,.
COc1ccc(Cn2c(CCC(=O)Nc3ccc(C)cc3)nc3cccnc32)cc1,?,.
CCOc1nc(Nc2ccc(OC)cc2OC)nc(OCC)n1,?,.
CCn1c(CNc2nc(-c3ccccc3)cs2)nnc1SCC(=O)NCc1ccco1,?,.
CCOC(=O)N1CCN(C(=O)CCS(=O)(=O)c2cc3c(cc2Cl)NC(=O)CO3)CC1,14.6%,8.9
c1ccc(-c2nc3c([nH]2)CCc2nonc2-3)cc1,-1.1%,3.7
O=C1CCc2nc3ccccc3c(=O)n2N1,i,.
COc1ccc(C2(C)NC(=O)N(CC(=O)Nc3ccc4[nH]c(=O)[nH]c4c3)C2=O)cc1 (stereo unspecified),?,.
CSC1=NSC2=NC(=O)/C(=C\c3cccs3)C(=N)N12,0.1%,.
COc1ccc(CNC(=O)COC(=O)CN2C(=O)NC3(CCCC3)C2=O)cc1,?,.
Cc1ccc(-c2cc3c(nn2)-c2ccccc2C3=O)cc1,5.5%,4.4
CCCC(=O)Nc1ccc(C(=O)COC(=O)C2=COCCO2)cc1,?,.

# Record cards, as listed above:
# `O=C1CCc2nc3ccccc3c(=O)n2N1` across the screens: S3 lipid droplet = i; S3 lipid droplet cell count max = .
# `COc1ccc(C2(C)NC(=O)N(CC(=O)Nc3ccc4[nH]c(=O)[nH]c4c3)C2=O)cc1` (stereo unspecified) across the screens: S3 lipid droplet = ?; S3 lipid droplet cell count max = .

# Back to the main list; the 2 compounds before the break are reprinted first.
SMILES,S3 lipid droplet,S3 lipid droplet cell count max
Cc1ccc(-c2cc3c(nn2)-c2ccccc2C3=O)cc1,5.5%,4.4
CCCC(=O)Nc1ccc(C(=O)COC(=O)C2=COCCO2)cc1,?,.
Cc1nc(C(=O)NCc2ccccc2)sc1C1(C)CC(c2cccnc2)=NO1 (stereo unspecified),?,.
COc1ccc(C(=O)Nc2ccc3c4c(cccc24)CC3)cc1,-3.4%,11.5
CCOc1ccc(NC(=O)C2CC(=O)N(Cc3ccco3)C2)cc1 (stereo unspecified),i,-7.9
Cc1c(N)cc[n+](CC(=O)c2ccccc2)c1C,8.4%,5.1
N#Cc1ccc(S(=O)(=O)Nc2ccc3ccccc3n2)cc1,3.4%,9.9
COCCNC(=O)CCCCCn1c(=S)[nH]c2ccccc2c1=O,-11.4%,14.2
O=C(CSc1nc(C(F)(F)F)cc(=O)[nH]1)N1CCCC1,i[0.0737 µM],-27.3
Cc1ccc(S(=O)(=O)c2ccc(NN)cc2)cc1,?,.
CCOc1ccccc1C1N=C(c2ccc(OC)cc2)CC(c2ccccc2O)N1 (stereo unspecified),7.7%,-13.7
Cc1ccc(Cl)cc1NC(=O)C[n+]1ccc(Cc2ccc([N+](=O)[O-])cc2)cc1,1.2%,.
O=C(Cn1cccc1C(=O)c1ccccc1)NCc1ccc(Cl)cc1,-1.6%,3.2
O=c1[nH]c(=O)c2nc(-c3ccc(Cl)cc3)cnc2[nH]1,6.5%,-10.4
CC1Cc2ccccc2N1C(=O)COC(=O)C1=COCCO1 (stereo unspecified),9.0%,-1.1
Cc1cc(OCC(=O)N[C@@H](Cc2ccccc2)c2nc3ccccc3[nH]2)ccc1Cl,7.3%,.
CCN(Cc1ccccc1)S(=O)(=O)c1cc(C(=O)c2c(N)n(C)c(=O)n(C)c2=O)ccc1OC,?,.
Cc1oc(C)c(C(=O)NCCCC(=O)O)c1C(=O)NCCCC(=O)O,?,.
Cc1ccc(-n2nnnc2SCCNS(=O)(=O)c2ccccc2)cc1C,i,-14.2
NC(=O)c1ccsc1NC(=O)CSc1nnc(Nc2ccccc2)s1,?,.
OCn1ncn(-c2ccccc2)c1=S,?,.
CC(C)OCCCNC(=O)c1cc(-c2cccnc2)nc2ccccc12,?,.
COc1ccccc1CCNC(=O)c1csc2c1CCCC2,?,.
Nc1nnc(CC(=O)N/N=C/c2ccc(-c3ccc(Cl)cc3Cl)o2)s1,?,.
Cc1cccc(C)c1NC(=O)C/C(N)=N/O,-1.1%,9.4
Cc1cccc(C(=O)NNC(=O)CCCCC(=O)NNC(=O)c2cccc(C)c2)c1,10.6%,-11.9
CCc1nc(-c2cc3ccc(C)cc3[nH]c2=O)no1,?,.
COc1ccc(O)c(C(=O)c2cnn(-c3ccc(Cl)cc3)c2)c1,?,.
CCCCC1CCC(C(=O)OC(C)C(=O)Nc2ccc(NC(C)=O)cc2)CC1 (stereo unspecified),?,.
CC(=O)c1cn(CCOc2ccc(F)cc2)c2ccccc12,?,.
CC(C)OP(=O)(OC(C)C)/C(C=O)=N\Nc1ccc([N+](=O)[O-])cc1,?,.
CC(C)CN1C(=O)NC(NS(=O)(=O)c2ccc(N)cc2)(C(F)(F)F)C1=O (stereo unspecified),3.7%,6.4
O=C(COn1nnc2ccc(S(=O)(=O)N3CCOCC3)cc21)Nc1c(F)c(F)c(F)c(F)c1F,?,.
CC(C)Cc1ccc(C#N)c(SCC(N)=O)n1,?,.
COc1ccc(C2c3ccc(O)cc3Oc3ncn(Cc4ccco4)c(=N)c32)cc1 (stereo unspecified),?,.
NC(=O)C1=C[C@@H](c2ccc(C(F)(F)F)cc2)C[C@@H](OCCCCO)O1,5.1%,3.7
O=C(Nc1ccnn1C1CCN(Cc2ccc(C#CCCO)cc2)CC1)c1cccc(F)c1,?,.
O=C(CCC1CCCC1)N1CCN(S(=O)(=O)c2ccc(Br)cc2)CC1,?,.
CCc1nc(SCC(=O)Nc2ccc(Br)cn2)n[nH]1,?,.
Cc1cc(/C=N/NC(=O)C(O)(c2ccccc2)c2ccccc2)c(C)n1-c1ccccc1,-0.3%,3.2
CCCS(=O)(=O)Nc1c(C(=O)O)[nH]c2ccccc12,i,.
CCn1c(SCC(=O)Nc2nc(-c3ccccc3)cs2)nc2c1c(=O)n(C)c(=O)n2C,?,.
Cc1cc(C(=O)COC(=O)c2ccccc2O)c(C)n1Cc1cccs1,i,21.0
O=C(c1ccc(S(=O)(=O)c2cccc(Cl)c2)c([N+](=O)[O-])c1)N1CCN(c2ccccn2)CC1,5.7%,3.3
O=C1Nc2ccccc2/C1=N/N=C/c1ccc(-c2ccc([N+](=O)[O-])cc2)o1,?,.
Cc1ccc(CCC(=O)NCc2ccccc2)o1,i,-17.6
Cc1ccc(SCC(=O)OC(C)C(=O)NC2(C#N)CCCCC2)cc1 (stereo unspecified),?,.
CCCCCN(C(=O)CCC(=O)OCc1cccc(F)c1)c1c(N)n(CCCC)c(=O)[nH]c1=O,16.1%,14.3
N#Cc1cc(C(=O)c2ccccc2O)cn(-c2nccs2)c1=O,?,.
C=CCOC(=O)C1=C(C)NC(C)=C(C(=O)OCC=C)C1/C=C/c1ccccc1,?,.
COC(=O)c1ccccc1Oc1cnc2ccccc2n1,19.4%,19.1

# This is a subset; rates above refer to the full screens.
